# Compound activity (PubChem BioAssay)
# USP2a block: USP2a (human) protease inhibition | actives 0.01% (n = 330,000) | O75604 | USP2 core, Ub-CHOP2 coupled fluorogenic reporter, 485/531 | Potency, µM (highest dose often 38.3 µM), for the others: at the top dose activity change, negative = inhibition, hits mostly inhibitors;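 also: potency is read from the fitted curve at half-maximal effect; plate controls were DMSO wells for no effect and full inhibition by NEM control for full effect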
#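 Deubiquitinase activity read as fluorescence (485/531 nm) after Ub-CHOP2 cleavage activates the enterokinase reporter on its substrate; USP2 core 10nM, Ub-CHOP2 and substrate 25nM each, 30min compound preincubation then 60min RT; data normalized to NEM, curves fitted.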
# TRPV1 agonist: activates the human vanilloid receptor TRPV1. TRPV1-expressing cells, Fluo-8 calcium influx, agonist mode. AID 540275. activation, % at 8.33 µM. Q8NER1. actives 0.19% (n = 320,000); in the data active = activation above about 80%; inconclusive = between about 30% and that limit; also: 0% is about no effect
# Target sequence (Q8NER1 whole entry, looked up): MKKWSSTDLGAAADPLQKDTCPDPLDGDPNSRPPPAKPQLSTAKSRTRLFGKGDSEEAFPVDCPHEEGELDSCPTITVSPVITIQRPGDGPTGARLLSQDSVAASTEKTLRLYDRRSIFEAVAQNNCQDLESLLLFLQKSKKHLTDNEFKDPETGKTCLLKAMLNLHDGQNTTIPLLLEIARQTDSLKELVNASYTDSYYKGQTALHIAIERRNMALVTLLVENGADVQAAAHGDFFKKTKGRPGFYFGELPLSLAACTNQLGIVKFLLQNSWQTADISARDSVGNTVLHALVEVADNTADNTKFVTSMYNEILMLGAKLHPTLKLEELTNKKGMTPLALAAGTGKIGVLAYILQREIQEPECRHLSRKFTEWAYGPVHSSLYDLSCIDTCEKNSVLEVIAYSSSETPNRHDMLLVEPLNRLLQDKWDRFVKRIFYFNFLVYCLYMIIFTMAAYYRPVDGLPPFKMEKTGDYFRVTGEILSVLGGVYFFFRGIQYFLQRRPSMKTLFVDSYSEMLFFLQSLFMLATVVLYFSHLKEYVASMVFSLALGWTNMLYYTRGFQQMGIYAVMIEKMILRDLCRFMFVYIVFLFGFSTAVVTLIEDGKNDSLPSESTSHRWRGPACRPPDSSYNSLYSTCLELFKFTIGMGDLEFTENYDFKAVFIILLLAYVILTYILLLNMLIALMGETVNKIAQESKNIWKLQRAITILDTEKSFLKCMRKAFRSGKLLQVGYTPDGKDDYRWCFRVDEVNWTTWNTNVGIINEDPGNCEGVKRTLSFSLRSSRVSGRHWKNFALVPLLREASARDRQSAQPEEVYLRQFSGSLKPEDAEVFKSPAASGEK
#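 Fluo-8 calcium influx in TRPV1-expressing cells, kinetic read (ex 480/em 520 nm). Compound added and read 3 min for agonist activity, followed by capsaicin at EC20 final and 2 min further read for enhancement.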
# GALK inhibitor: galactokinase (human) inhibition. P51570. Purified GALK, Kinase-Glo residual ATP luminescence. Potency, µM (titrated, usually from 57.5 µM), for the others: at the top dose activity change, negative = inhibition, usual class: inhibitors. actives 0.007% (n = 270,000). AID 1868; also: potency is read from the fitted curve at half-maximal effect; % is scaled to controls: 0 for no effect and ±100 for the full control effect
#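 Luminescence from leftover ATP (Ultra-Glo luciferase/luciferin) served as read-out after a 1 h room-temperature reaction of 5 nM GALK with 35 uM ATP and 100 uM galactose.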
# KCNH2 3.1 block: inhibitors of human KCNH2 3.1 potassium channel isoform. U2OS KCNH2 3.1, thallium flux FluxOr; hits give low values. activity change, % (tested at about 1.8 µM). actives 0.95% (n = 340,000);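 active = maximum activity change below -70%; inconclusive = maximum activity change from -70% to -50%; inactive = maximum activity change above -50%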;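 also: thallium influx rate constant from kinetic fluorescence after stimulation buffer; % is scaled to controls: 0 for no effect and ±100 for the full control effect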
#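 Thallium flux read-out: FluxOr dye with Red40 quencher in HBSS/HEPES, 45 min at RT. Rate constants from kinetic reads were normalized to positive and negative DMSO controls. Cells: U2OS virally expressing the 3.1 isoform.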
# PKM2 activator: activators of human pyruvate kinase M2; purified PKM2, Kinase-Glo ATP luminescence, activation; response scale: 0% is enzyme alone, no compound; P14618; Potency, µM (doses to about 57.5 µM), without a hit: at the top dose activation, usual class: activators; actives 0.34% (n = 260,000); AID 1631; also: potency is read from the fitted curve at half-maximal effect; % is scaled to controls: 0 for no effect and ±100 for the full control effect; nearly all actives have a fitted effect of over 55% in size
#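 Purified hPK-M2 (>95%) run at intermediate activity with 0.1 mM ADP and 0.5 mM PEP in 50 mM imidazole pH 7.2, KCl, MgCl2; 1 h room temperature. ATP formed read by Kinase-Glo luminescence; normalized to uninhibited and no-enzyme controls.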
# Giardia killer: kills Giardia lamblia; Giardia lamblia trophozoite viability; actives 0.15% (n = 340,000); activity change, % at 7.66 µM, hits read low; in the data active = activity change below about -80%; inconclusive = between about -30% and that limit;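 also: parasites exposed to compound for two days anaerobically before the ATP read; % is scaled to controls: 0 for no effect and ±100 for the full control effect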
#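 Media and compound were dispensed first, then trophozoites at 100 cells/well; plates sat 48 hrs at 37 deg C without oxygen before ATP luminescence reagent was added and read after 15-30 min at room temperature.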
# Coupling enz: counter-screen for Giardia aldolase inhibitors: coupling enzyme system; coupling enzyme system counterscreen, AmpLite Red fluorescence; activity change, negative = inhibition, % at 58.2 µM, hits read low; actives 0.67% (n = 290,000); AID 2472; in the data active = activity change below about -30%; also: % is scaled to controls: 0 for no effect and ±100 for the full control effect
#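 Fluorescence at 525 nm excitation and 598 nm emission measured inhibition of the coupled detection system without aldolase. Compounds (at 57.5 uM final) were preincubated 10 min at room temperature with coupling enzyme reagent before a 20 min substrate/AmpLite Red step.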
# B2AR arrestin: beta2AR (human) beta-arrestin recruitment activity | beta-arrestin recruitment to beta2AR, cell-based reporter | actives 0.02% (n = 330,000) | P07550 | Potency, µM (doses to about 46.1 µM), inactives show at the highest dose activation, most hits filed as activators;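 also: potency is read from the fitted curve at half-maximal effect; 0% = DMSO controls and full agonism = EC100 isoproterenol or metaproterenol; nearly all actives have a fitted effect of over 65% in size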
# Menin-MLL TR inh: menin-MLL binding inhibition, Texas Red mutant peptide; O00255; Menin + Texas Red MLL mutant peptide, fluorescence polarization; Potency, µM (titrated, usually from 61.6 µM), for the others: top-dose FP activity change, negative = inhibition, most hits filed as inhibitors; actives 0.23% (n = 270,000); AID 1768; active = well fitted inhibition curve with a large enough effect in the polarisation, with a control signal flat, not every such curve was filed as active; inconclusive = small, poorly fitted or top-dose-only effect, or effect the other way, or a change in a side signal; inactive = no such curve, though single readings can be large or run the other way; the % refers to the polarisation; also: potency is read from the fitted curve at half-maximal effect; % of control where 0% means no effect; many of its hits are not listed in these tables
# hERG WT inh: blocks the wildtype human KCNH2 potassium channel; U2OS, BacMam KCNH2, thallium flux FluxOr; hits give low values; activity change, % at 1.84 µM; actives 0.37% (n = 340,000); AID 720551;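 active = maximum activity change below -70%; inconclusive = maximum activity change between -70% and -50%; inactive = maximum activity change above -50%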; also: % is scaled to controls: 0 for no effect and ±100 for the full control effect
#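 U2OS cells transduced with wild-type KCNH2 virus are loaded with FluxOr dye for 45 min, and thallium flux is measured in kinetic reads before and after stimulation buffer. Rate constants are normalized to DMSO controls.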
# CXXC DNA block: MLL CXXC-DNA interaction inhibition; MLL-CXXC / FITC-HOXA9 DNA fluorescence polarization; Potency, µM (highest dose often 115 µM), for the others: at the highest dose activity change, negative = inhibition, actives largely listed as inhibitors; actives 0.037% (n = 290,000); active = well fitted inhibition curve with a large enough effect in the polarisation, with a control signal flat, not every such curve was filed as active; inconclusive = small, poorly fitted or top-dose-only effect, or effect the other way, or a change in a side signal; inactive = no such curve, though single readings can be large or run the other way; the % refers to the polarisation; also: potency is read from the fitted curve at half-maximal effect
#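 Steps: dispense CXXC domain solution (7 uM) → pin compounds or unlabeled HOX-A9 DNA control → 5 min ambient → add FLSN-HOX-A9 solution (50 nM) → spin → 30 min ambient → fluorescence polarization. Tris pH 7.5/NaCl/DTT/BSA buffer.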
# * hit, by the source's call; i = inactive; ? = inconclusive; . = not tested or not shown; [ ] = remark or other dose. Unless noted, calls follow the shape of the dose curve; as a rule, active = well fitted curve in the direction sought with a large enough effect; inconclusive = small, poorly fitted or top-dose-only effect, or another doubt; inactive = no such curve, though single readings can be large; an effect the other way counts as inactive or inconclusive. A portion of the library; the hit share may differ from the screen's.
SMILES,USP2a block,TRPV1 agonist,GALK inhibitor,KCNH2 3.1 block,PKM2 activator,Giardia killer,Coupling enz,B2AR arrestin,Menin-MLL TR inh,hERG WT inh,CXXC DNA block
COc1ccc(CCNS(=O)(=O)c2cc3c(cc2C)NC(=O)CO3)cc1OC,0%,0,.,-8,0%,-3,3,-0.1%,7%,2,.
C/C=C(\C)C(=O)N1CC2(CC(c3cccc(NC(=O)COc4ccc(Cl)cc4)c3)=NO2)C[C@@H]1C(N)=O (stereo partly specified),0%,3,-3%,-12,2%,-17,1,-0.4%,.,-5,13%
CC(=O)c1ccc(NC(=O)COC(=O)c2c3c(nc4ccccc24)/C(=C\c2cccs2)CCC3)cc1,-1%,19,2%,-15,0%,?,-6,-1.0%,?,7,13%
CCC(C(=O)Nc1ccc(OC)c(Cl)c1)c1ccccc1 (stereo unspecified),3%,-1,-5%,7,-4%,-5,2,-0.7%,?,2,7%
Cc1nn2c(-c3ccccn3)ccnc2c1Cl,-4%,1,6%,-26,-8%,-9,0,3.2%,-3%,-3,2%
CC(NC(=O)COC(=O)C1(C)CC1(Cl)Cl)c1ccccc1 (stereo unspecified),3%,8,.,2,.,-2,.,-0.3%,.,2,.
COc1ccc(OCCC(=O)OCC(=O)NCc2ccccc2OC)cc1,2%,12,.,13,.,12,.,3.7%,.,2,.
O=[N+]([O-])c1ccccc1/C=N\N1CCN(c2ccccc2)CC1,-8%,1,5%,-6,-6%,8,3,-0.3%,26%,2,3%
Cc1nc(SCC(=O)NC2CCS(=O)(=O)C2)c(C#N)c(C)c1C (stereo unspecified),1%,1,.,-7,.,6,.,-0.7%,.,-18,.
Fc1ccccc1NC(=S)NCc1ccc(Cl)cc1,-2%,?,1%,-8,-5%,-22,-3,-0.7%,55%[activator],-12,3%
C=CCn1c(C)cc(C2=NNC(=NCc3ccccc3)SC2)c1C,-6%,-4,-3%,4,-3%,17,-20,-1.1%,?,-7,8%
O=C(Nn1c(C2CCCCC2)nc2ccccc2c1=O)c1cc(Cl)ccc1[N+](=O)[O-],2%,?,0%,25,4%,-3,5,9.0%,?,-1,0%
Cc1cc(C(=O)N/N=C/c2cc(N=Nc3ccccc3)ccc2O)n[nH]1,0%,-1,0%,12,-17%,-13,-1,2.2%,?,-15,20%
COc1ccc(C(O)P(=O)(OCCC(C)C)c2ccc(N(C)C)cc2)cc1 (stereo unspecified),-2%,3,6%,2,.,1,1,-0.6%,?,4,6%
CN(C)C(CNC(=O)c1ccc(C2SCCS2)cc1)c1ccccc1 (stereo unspecified),4%,7,-1%,-2,0%,-6,0,-0.3%,1%,-1,-2%
COc1ccc(S(=O)(=O)Nc2ccc(S(=O)(=O)Nc3nc(C)cc(C)n3)cc2)cc1OC,-6%,1,1%,-10,-1%,7,2,-0.1%,-26%,7,12%
O=C(CSc1nc2c(c(=O)n1-c1ccc(Br)cc1)SCC2)NCc1ccco1,-2%,-5,1%,1,2%,-2,2,-0.1%,3%,-11,-3%
Cc1ccccc1Cn1nnc(C(=O)Nc2cccc(C)c2C)c1N,-3%,5,-1%,-16,-5%,-7,0,-1.1%,20%,2,7%
C=CCn1c(=S)[nH]c2sc3c(c2c1=O)CCCC3,1%,-3,-2%,-10,20%,20,5,-0.4%,11%,-25,-13%
C/C=C/c1ccc(OCCCNCC(C)O)c(OC)c1 (stereo unspecified),4%,3,8%,-12,0%,15,1,-0.3%,1%,15,8%
Cc1cccn2c(=O)c3cc(C(=O)NC4CCCCC4)sc3nc12,0%,4,8%,-4,2%,16,-4,0.0%,12%,-1,?
Cc1ccc(NC(=O)N2CCCC2C(=O)NCc2ccc3c(c2)OCO3)cc1 (stereo unspecified),2%,0,6%,-5,-4%,-3,4,0.4%,4%,0,7%
NC(N)=NS(=O)(=O)c1ccc(NC(=S)NC(=O)c2ccccc2)cc1,1%,1,.,14,-1%,7,1,-0.8%,.,7,2%
COC(=O)CSc1nc2sccc2c(=O)n1-c1ccccc1,0%,0,6%,3,2%,-21,1,-1.8%,-1%,-24,5%
CCOc1cc(/C=N/NC(=O)Cc2ccc(C(F)(F)F)cc2[N+](=O)[O-])c(Br)cc1OC,0%,-10,-3%,-3,4%,4,3,-0.6%,-9%,-9,15%
O=CN(CCN(C=O)CN1CCCCC1)CN1CCCCC1,0%,0,5%,6,-2%,5,0,-0.1%,-8%,15,2%
CCOc1cc(N2CCOCC2)c(OCC)cc1NC(=O)COC(=O)COc1ccc(C#N)cc1,2%,5,-5%,.,-5%,-6,.,0.5%,.,-21,-7%
O=C(COC(=O)c1ccccc1-c1nc2ccccc2s1)NC1CCS(=O)(=O)C1 (stereo unspecified),7%,-4,1%,-11,1%,-3,0,-0.6%,3%,-2,?
Cc1ccc(NC(=S)NC(=O)Cc2ccccc2)c(O)c1,-1%,17,-8%,-2,-4%,1,0,-0.4%,14%,-4,18%
COc1ccc(NCc2n[nH]nc2-c2ccccc2)cc1Cl,-1%,-3,-2%,-11,5%,-3,1,0.1%,-20%,-2,1%
CCCN(CCC)CCCNC(=S)Nc1ccc2nc3n(c(=O)c2c1)CCCCC3,3%,0,0%,-4,-5%,13,1,0.1%,-13%,6,1%
Cc1cc(=O)n2[nH]cc(-c3ccccc3)c2n1,1%,3,0%,-2,0%[11.5 µM],-5,1,-1.1%,2%,-2,-11%
CCOC(=O)N1CCN(C(=O)c2ccccc2NS(=O)(=O)c2ccc(C)cc2)CC1,1%,0,-3%,4,-1%,0,4,3.6%,-1%,12,-1%
COc1cc(C2c3c(oc4ccccc4c3=O)C(=O)N2Cc2ccncc2)ccc1O (stereo unspecified),0%,3,-2%,2,7%,-2,3,0.0%,6%,3,-8%
CCCC[C@]12Cc3cc(OC)c(OC)cc3C(O1)C1=C(O2)C(=O)c2ccccc2C1=O,0%[7.66 µM],i,.,.,-1%[11.5 µM],.,-36*,-0.4%[9.22 µM],12%[11.7 µM],.,-15%[23 µM]
CC12CC3CC(C)(C1)CC(CN1CCOCC1)(C3)C2,-11%,13,0%,15,-8%,0,2,0.3%,0%,-18,-10%
O=C(OCC(=O)N1CCc2ccccc21)c1ccc(Cl)nc1,-7%,9,2%,-1,-9%,-22,2,-0.9%,0%,-7,-3%
c1ccc(C2=Nc3ccccc3SC2c2nc3ccccc3[nH]2)cc1 (stereo unspecified),.,22,0%,.,20%,.,-4,.,?,.,2%
CN(Cc1ccccc1)C(=O)COC(=O)CN1C(=O)c2ccccc2C1=O,5%,.,.,-5,.,-13,.,0.1%,.,-2,.
CC(=O)Nc1ccc(NC(=O)CSc2nc(=O)n(Cc3ccncc3)c3c2CCC3)cc1,-2%,0,.,13,.,-24,.,0.2%,.,-9,.
Cc1cc(C(=O)COc2cccc(-n3cnnn3)c2)c(C)n1-c1ccccc1,-8%,8,0%,-14,2%,-24,-15,0.8%,-6%,2,2%
CNS(=O)(=O)c1cccc(C(=O)OCC(=O)c2ccc3[nH]c(=O)[nH]c3c2)c1,0%,.,.,-14,.,-7,.,0.0%,.,16,.
CC(C)COc1ccc(Br)cc1CNC(C)(C)C,-1%,3,0%,2,-1%,10,-1,0.4%,7%,5,-4%

# By substructure: the entries above with a thiophene ring, fused or not.
SMILES,USP2a block,TRPV1 agonist,GALK inhibitor,KCNH2 3.1 block,PKM2 activator,Giardia killer,Coupling enz,B2AR arrestin,Menin-MLL TR inh,hERG WT inh,CXXC DNA block
CC(=O)c1ccc(NC(=O)COC(=O)c2c3c(nc4ccccc24)/C(=C\c2cccs2)CCC3)cc1,-1%,19,2%,-15,0%,?,-6,-1.0%,?,7,13%
C=CCn1c(=S)[nH]c2sc3c(c2c1=O)CCCC3,1%,-3,-2%,-10,20%,20,5,-0.4%,11%,-25,-13%
Cc1cccn2c(=O)c3cc(C(=O)NC4CCCCC4)sc3nc12,0%,4,8%,-4,2%,16,-4,0.0%,12%,-1,?
COC(=O)CSc1nc2sccc2c(=O)n1-c1ccccc1,0%,0,6%,3,2%,-21,1,-1.8%,-1%,-24,5%
